Screening results (PubChem BioAssay)
ssDAF-12 act = S. stercoralis DAF-12 activation, primary screen | actives 1% (n = 370,000) | activation, % at 6.8 µM | HEK293 ssDAF-12/GRIP1 lit1-tk-luc reporter, luminescence; % of 3 µM dafachronic acid response | AID 652126;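 active = activation above the mean over all tested compounds plus 3 SD, cut at about 0.9% in these data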;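 also: 0% = DMSO-only wells and 100% = 3 µM delta7-dafachronic acid wells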
ADAM10 inh = inhibits human ADAM10. O14672. recombinant ADAM10, EDANS/DABCYL FRET peptide cleavage, 3 h. inhibition, % at 7 µM. actives 0.62% (n = 370,000);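 active = inhibition above a per-campaign cutoff equal to the mean of compounds falling between control-based bounds plus 3 SD, cut at about 20% in these data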;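 also: 0% = DMSO wells while the 100% control is not disclosed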
hgDAF12 agonist = agonists of H. glycines DAF-12 nuclear receptor. actives 1.8% (n = 370,000). AID 687014. activation, % at 6.8 µM. HEK293 GAL4-hgDAF12 UAS-luciferase reporter, agonist luminescence; normalized to butyrate control;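 active = activation above a cutoff set at the mean of all screened compounds plus 3 SD, cut at about 10% in these data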;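 also: 0% = DMSO wells and 100% = sodium butyrate wells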
ADAM17 inh = inhibitors of human ADAM17 | P78536 | recombinant ADAM17, EDANS/DABCYL FRET peptide cleavage | inhibition, % at 6.95 µM | actives 0.83% (n = 370,000) | AID 720648;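 active = inhibition above the mean of compounds lying between control limits plus 3 SD, set per campaign, cut at about 8.5% in these data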;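 also: 0% = DMSO-only wells as the low control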
hcDAF-12 act = activators of H. contortus DAF-12 nuclear receptor; HEK293 hcDAF-12 lit1-tk-luc reporter, luminescence; 0% DMSO, 100% Δ7-dafachronic acid; activation, % at 6.8 µM; actives 1.4% (n = 370,000); AID 652067;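 active = activation above the mean of all tested compounds plus 3 SD, cut at about 5.5% in these data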;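 also: 100% = response to 3 µM Δ7-dafachronic acid high control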
DAX1 inh-1 = NR0B1 (DAX1) inhibition; P51843; HEK293 Gal4-DAX1 luciferase reporter, luminescence; inhibition, % at 6.75 µM; actives 0.99% (n = 340,000); AID 504766;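 active = inhibition above the mean over all tested compounds plus 3 SD, cut at about 4.2% in these data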;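 also: 0% = DAX1-transfected cells with DMSO and 100% = empty-vector control cells with DMSO; inhibition shows as a rise in luminescence from relieved DAX1 repression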
SMARCA2 activ = SMARCA2 function activation, primary screen. activation, % at 9.1 µM. MG213 cells, MMTV-luciferase reporter, dexamethasone, overnight. actives 1% (n = 370,000); in the data active = activation above about 7.8%;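 also: 0% = vehicle wells and 100% = reference activator wells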
DAX1 inh-2 = DAX1 (NR0B1) inhibition, primary screen; HEK293T StAR-luciferase reporter, SF-1/DAX-1 repression relief; inhibition, % at 6.8 µM; actives 1.1% (n = 370,000); AID 652010;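 active = inhibition above the mean over all tested compounds plus 3 SD, cut at about 3.6% in these data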;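 also: 0% = DAX-1 cells with DMSO and 100% = cells lacking DAX-1 with DMSO; higher inhibition means more luminescence from relief of DAX-1 repression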
GAA850 FXN act = activators of GAA850 frataxin (FXN) promoter | HEK293 lucGAA850 FXN promoter luciferase reporter, 24 h; percent of 10 µM SAHA response | activation, % at 6 µM | actives 0.56% (n = 360,000) | AID 540364;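 active = activation above the average of all compounds screened plus 3 SD, cutoff fixed separately per campaign, cut at about 7.5% in these data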;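 also: 0% = DMSO wells and 100% = 10 µM SAHA wells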
PG9 binder = binds the HIV-1 gp120 antibody PG9; TR-FRET gp120-PG9 antibody binding; inhibition, % at 6.7 µM; actives 0.43% (n = 360,000); in the data active = inhibition above about 8.5%
GC-A act = GC-A (human) enzyme activation. HEK293 GC-A cells, cGMP TR-FRET, EC30 ANP; 0% at EC30 ANP, 100% saturating ANP. activation, % at 10 µM. actives 0.14% (n = 370,000). AID 1671463; in the data active = activation above about 40%
Target sequence (P16066 whole entry, looked up): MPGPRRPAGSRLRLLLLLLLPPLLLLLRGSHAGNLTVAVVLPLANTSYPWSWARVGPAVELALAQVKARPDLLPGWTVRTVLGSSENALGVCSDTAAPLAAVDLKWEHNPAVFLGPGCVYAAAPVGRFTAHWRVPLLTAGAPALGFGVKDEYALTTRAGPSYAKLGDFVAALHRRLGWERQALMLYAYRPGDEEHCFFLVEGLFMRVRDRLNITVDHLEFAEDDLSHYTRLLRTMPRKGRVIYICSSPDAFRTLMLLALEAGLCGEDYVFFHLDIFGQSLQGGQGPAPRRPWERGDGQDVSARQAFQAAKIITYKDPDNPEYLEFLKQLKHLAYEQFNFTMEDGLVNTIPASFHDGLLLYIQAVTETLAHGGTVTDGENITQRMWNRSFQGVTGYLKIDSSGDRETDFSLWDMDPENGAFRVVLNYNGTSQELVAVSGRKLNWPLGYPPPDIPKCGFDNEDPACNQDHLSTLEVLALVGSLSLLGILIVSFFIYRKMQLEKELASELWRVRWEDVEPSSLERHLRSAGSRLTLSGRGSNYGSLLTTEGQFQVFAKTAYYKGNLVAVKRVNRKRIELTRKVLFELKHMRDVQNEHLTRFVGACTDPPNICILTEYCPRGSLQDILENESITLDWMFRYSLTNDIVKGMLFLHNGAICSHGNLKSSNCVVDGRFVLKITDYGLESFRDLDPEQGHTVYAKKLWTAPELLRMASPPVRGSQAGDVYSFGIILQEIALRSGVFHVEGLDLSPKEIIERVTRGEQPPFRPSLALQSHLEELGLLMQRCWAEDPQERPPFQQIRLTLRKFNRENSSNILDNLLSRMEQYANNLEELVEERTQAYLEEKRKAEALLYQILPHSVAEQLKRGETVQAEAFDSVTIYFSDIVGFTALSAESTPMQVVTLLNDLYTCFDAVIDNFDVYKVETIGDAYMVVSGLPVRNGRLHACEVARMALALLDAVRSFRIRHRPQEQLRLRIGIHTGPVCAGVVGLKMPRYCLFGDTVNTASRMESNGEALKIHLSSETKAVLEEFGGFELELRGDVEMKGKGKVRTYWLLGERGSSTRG
* marks the source's active call; other numbers are inactive results; i = inactive; / = no result given.

SMILES	ssDAF-12 act	ADAM10 inh	hgDAF12 agonist	ADAM17 inh	hcDAF-12 act	DAX1 inh-1	SMARCA2 activ	DAX1 inh-2	GAA850 FXN act	PG9 binder	GC-A act
CCCN1C(=O)CSC1=Nc1ccccc1	-1.6	2	-0.2	2	0.2	0.0	0	-0.5	1.8	-2.3	4
COc1ccc(C(=O)COC(=O)CCc2nc3ccccc3[nH]c2=O)cc1Br	-0.8	-11	-2.6	-5	-1.3	1.5	-3	-0.1	-0.1	3.8	-3
O=C(Nc1ccc(-c2nnc(-c3ccccc3)o2)cc1)C(F)(F)F	-0.7	3	4.5	-3	0.9	1.5	4	0.7	-1.0	1.1	-16
O=C(OCCN=C1NS(=O)(=O)c2ccccc21)C1CC(=O)N(c2ccc3ccccc3c2)C1 (stereo not given)	-1.6	2	1.6	2	0.7	-0.2	0	0.4	1.6	-0.1	1
O=C(CCSCCc1ccccn1)Nc1ccc(Cl)cn1	-1.9	-6	1.9	-5	-1.9	-0.8	-3	-0.6	0.3	1.1	-3
COc1ccc(CN2CSC(=S)N(Cc3ccc(OC)cc3)C2)cc1	-0.8	15	-4.0	0	-1.1	1.9	-5	0.2	2.1	-3.5	-2
CN(CCO)c1cccc2c1S(=O)(=O)N[C@@H](Cc1ccccc1)CO2	-1.2	-13	-3.0	-3	0.2	/	-4	3.0	/	0.6	4
CN1C(=O)NC(c2ccc(O)cc2)C2=C1CN(c1ccc(O)cc1)C2=O (stereo not given)	-0.7	-9	-2.9	0	-0.7	0.6	-1	-0.6	2.4	-1.4	3
Cc1onc(-c2ccccc2)c1C(=O)Nc1nc2c(s1)CCCC2	-0.9	7	4.5	-4	2.5	1.5	1	0.3	1.1	0.1	1
CN1C(=O)c2ccc(NC(=O)CSc3ccccc3)cc2C1=O	-0.7	-17	0.8	-3	1.1	0.7	0	1.5	1.6	0.0	-1
Cn1cc(Br)c(C(=O)NNC(=O)c2ccc(Cl)cc2)n1	-0.5	3	7.2	1	2.2	2.4	-2	2.1	2.8	-3.3	2
C[C@@H]1COc2cc(N3CCC[C@H]3CO)ccc2S(=O)(=O)N1	-0.9	-1	0.0	-1	0.4	/	8.0*	1.7	/	-1.9	3
O=C(N/N=C/c1ccc(OC(=O)c2ccccc2Br)cc1)c1ccccn1	-0.3	5	10	0	5.2	0.5	3	5.8*	4.5	-1.3	7
CN(C)S(=O)(=O)c1cccc(C(=O)N2CCN(C(=O)C3CCCO3)CC2)c1 (stereo not given)	-0.6	-3	-0.8	-4	-0.3	1.6	-2	3.8*	0.0	-1.0	1
O=c1c2ccccc2[nH]c(=S)n1CCCN1CCN(c2ccccc2)CC1	-1.9	4	-6.5	1	-1.4	-2.6	-2	-0.4	-3.5	-2.5	-12
COc1ccc(-n2c(SCC(=O)c3c(N)n(C)c(=O)n(C)c3=O)nc3ccccc32)cc1	-0.5	4	-1.3	-1	1.3	-0.5	0	-0.4	1.7	-2.0	1
CCCc1ccc(-c2ccc(C(=O)O)cc2)nc1	0.1	5	5.3	3	3.0	-0.6	1	1.2	2.1	-2.4	4
Cc1ccc(C(=O)CCC(=O)N2CCN(C/C=C/c3ccccc3)CC2)cc1	-1.2	-8	-1.2	-4	-0.7	2.7	-4	0.0	-1.4	0.7	-1
CC(C)OC(=O)CSc1nnc2c3ccccc3n(C)c2n1	-0.7	-9	-0.4	-2	3.1	0.0	1	-0.1	3.4	0.6	0
COCCNC(=O)C(c1ccc(C)cc1)N(CCOC)C(=O)CCC(=O)Nc1ccccn1 (stereo not given)	-0.9	6	-0.4	-2	0.8	-0.3	-2	0.7	1.0	-1.8	1
Cc1csc(NC(=O)CSc2nnc3ncccn23)n1	-1.7	8	-1.1	3	-0.1	1.2	3	0.0	0.0	-1.7	-3
COC(=O)c1ccc(C2C(Oc3ccccc3)C(=O)N2CCc2ccc(OC)c(OC)c2)cc1 (stereo not given)	-0.8	-7	-1.1	-3	-0.9	1.9	0	0.5	-2.6	-0.9	-4
Cn1cnnc1SCc1ccc(C(=O)N/N=C/c2cccs2)cc1	-0.7	-7	-0.7	-4	1.7	4.0	-2	0.1	2.2	-2.1	1
CC(C)(C)c1ccc(CNc2nc(-c3ccccn3)nnc2-c2ccccc2)cc1	-2.4	1	-12	-2	-5.0	/	/	/	/	/	3
CC(C)C(C)(C#N)NC(=O)CSc1nnc(C(F)(F)F)n1C (stereo not given)	-0.9	3	-0.7	-3	-0.7	-0.2	2	0.0	0.9	-0.7	5
COc1ccc(C(=O)NCCNc2nc3cc(C)cc(C)c3cc2C#N)nc1	0.0	-46	1.3	-10	-2.0	/	-2	0.3	/	-2.3	5
O=[N+]([O-])c1cccc(-c2csc(Nc3ccccc3)n2)c1	0.9*	9	14*	3	6.8*	2.5	3	0.0	6.4	-2.5	4
COc1ccc(S(=O)(=O)N2CCC(C(=O)NCCC(=O)Nc3ccccc3OC)CC2)cc1	-1.0	-10	0.3	-6	1.0	0.0	-5	-0.1	-1.0	-0.3	2
CCOc1ccc(N2CC(C(=O)NCc3ccccn3)CC2=O)cc1 (stereo not given)	-0.6	-8	-1.5	0	1.2	0.2	-2	-0.2	-1.6	-0.9	3
CCOC(=O)N1CCN(CC(=O)Nc2ccc(C)cc2)CC1	-1.0	1	0.5	-1	-0.6	-0.3	-2	0.1	1.2	-2.1	0
CC(C)CC(=O)NS(=O)(=O)c1ccc(NS(C)(=O)=O)cc1	-1.4	-7	-0.4	-2	-0.9	-0.9	-4	0.4	1.6	3.5	0
CC(=O)c1ccc(N2CCN(C(=S)Nc3ccc(Cl)c(Cl)c3)CC2)cc1	-1.5	-2	-1.2	-1	-0.9	-0.3	-2	-0.5	2.0	8.0	0
Cc1cccc(NC(=O)N2CCCC(CNC(=O)c3ccccc3Cl)C2)c1C (stereo not given)	-1.1	-8	-1.4	-3	1.6	-0.4	-2	-0.4	1.3	-2.6	7
CC(=O)N1c2ccccc2C2(C)C(C1(C)C)C2(Cl)Cl (stereo not given)	-2.1	-12	3.3	-1	0.1	-0.4	-4	-1.0	0.4	0.0	0
Cc1ccc(Cn2cc(COC(=O)N3CCOCC3)nn2)cc1	0.6	4	5.8	-3	-0.9	/	-1	-0.4	/	/	2
CCN(CC)S(=O)(=O)c1ccc(N2CCOCC2)c(NC(=O)CNCCc2ccccc2)c1	-1.6	7	-0.1	-1	-1.7	-0.1	-1	-0.5	3.8	-0.1	-1
Cc1cccn2c(=O)nc(SCC(=O)NCc3ccc(F)cc3)nc12	-0.9	-65	-0.8	-25	-0.9	-0.7	0	-0.7	-0.9	0.1	3
COCC#Cc1ccc2c(c1)O[C@H](CN(C)C(=O)c1ccccc1)[C@@H](C)CN([C@H](C)CO)S2(=O)=O	-1.4	-13	-2.8	-1	0.3	/	-5	-1.1	/	0.5	1
COc1ccc([C@@H]2CC=C(C(=O)O)[C@H](c3ccc(Cl)cc3)N2S(=O)(=O)c2ccc(C)cc2)cc1OC	-0.9	-13	-1.3	0	-0.5	-0.1	-1	-0.6	1.1	-0.5	-3
O=C(NCc1ccc(F)cc1)c1ccc(N2CCc3ccccc32)c([N+](=O)[O-])c1	-1.9	11	0.2	-37	-0.6	-2.6	-3	-1.7	-1.3	-0.4	0
O=C(NC1CCN(S(=O)(=O)c2ccccc2F)CC1)c1ccco1	-0.6	-8	-2.6	-1	-1.1	0.2	-1	0.1	0.2	-1.5	-1
O=C(c1cccc(C(=O)N2CCN(c3ccccc3F)CC2)n1)N1CCN(c2ccccc2F)CC1	-1.1	3	-1.0	1	-2.6	-1.1	6	-1.1	-1.3	-1.5	7
S=C(NC1CCCC1)N1CCN(c2ncccn2)CC1	-1.2	8	0.0	-1	-1.6	-1.7	1	0.3	-0.1	-2.7	1
CCOC(=O)c1c(CC(C)C)csc1NC(=O)COC(=O)c1ccc(O)cc1	-0.5	-4	4.5	-4	1.5	0.4	-3	0.3	2.0	0.8	-2
O=C(CSc1nnc(-c2ccco2)o1)Nc1c(F)cccc1F	-0.4	2	2.2	-2	1.8	0.4	4	-0.2	2.3	-1.0	1
CCN(CC)C(=O)Cn1c(C)c(/C=C/c2cc[n+](C)cc2)c2ccccc21	-1.2	3	0.0	-2	0.3	0.6	-3	-0.5	0.9	-14	-15
N#CCC(=N)N1CCN(c2ccc(Cl)cc2)CC1	-1.2	8	-2.0	-1	-2.0	-1.6	2	-0.2	-0.3	-2.3	-3
COCCNC(=S)NCCCNc1nc2cc3c(cc2cc1C#N)OCO3	-0.9	i	3.7	i	1.1	0.8	1	0.1	1.6	-0.9	0
CCOc1ccc2nc(SCC(=O)N3CCN(C(=O)c4ccco4)CC3)sc2c1	-1.2	-6	0.1	-1	-1.8	-0.1	1	-0.3	2.8	-2.6	-4
Cc1ccccc1N(CC(=O)NC1CCCCC1)C(=O)CCCC(=O)Nc1ccccn1	-1.0	1	-1.3	-4	-3.3	5.0*	-4	-0.2	1.2	-0.7	-5
CC(=O)NC(Cc1c[nH]c2ccccc12)C(=O)NCCc1ccccn1 (stereo not given)	-0.9	3	-0.6	0	-0.7	0.1	-1	0.2	-1.0	-0.7	1
COc1ccc(-c2c(C#CC(C)(C)O)c3ccccc3n2C)cc1	-1.2	-4	-0.2	2	-1.9	-0.5	-1	0.1	0.4	-0.4	-1
Cc1ccccc1CS(=O)(=O)c1nnc([C@H](CC(C)C)NC(=O)OC(C)(C)C)o1	0.0	2	-5.2	1	-1.1	0.8	-11	0.0	-1.5	2.5	-19
Cn1c(O)c(/C=N/NC(=O)c2cc3ccccc3cc2O)c2ccccc21	-1.0	-5	-0.4	-2	-0.6	0.6	-1	0.4	1.5	-0.6	3
COc1ccccc1N(C(=O)c1ccco1)C(C(=O)NC1CCCC1)c1cccnc1 (stereo not given)	-1.3	13	-0.9	1	-0.8	-1.0	0	-0.3	2.9	1.3	-5
O=C(COC(=O)C1=COCCO1)NC1CCCCCCC1	-1.7	-4	-0.8	-4	-1.3	0.8	-1	-0.6	1.1	0.7	1
CCN(C(=O)[C@@H]1CCCN1C(=O)c1cccs1)c1nc2cc(Cl)ccc2s1	-1.6	5	4.8	3	-2.0	0.7	8	0.0	5.6	-3.6	2
COc1ccc(NC(=S)NC2CC3CCC(C2)N3Cc2ccco2)cc1 (stereo not given)	-2.1	1	-0.4	-3	0.6	-0.9	-2	1.1	-1.6	-0.6	1

An excerpt from above in order of the hcDAF-12 act value, smallest number first.
smiles | ssDAF-12 act | ADAM10 inh | ADAM17 inh | hcDAF-12 act | DAX1 inh-1 | SMARCA2 activ | DAX1 inh-2 | PG9 binder | GC-A act
CCN(CC)C(=O)Cn1c(C)c(/C=C/c2cc[n+](C)cc2)c2ccccc21 | -1.2 | 3 | -2 | 0.3 | 0.6 | -3 | -0.5 | -14 | -15
COCCNC(=O)C(c1ccc(C)cc1)N(CCOC)C(=O)CCC(=O)Nc1ccccn1 (stereo not given) | -0.9 | 6 | -2 | 0.8 | -0.3 | -2 | 0.7 | -1.8 | 1
O=C(N/N=C/c1ccc(OC(=O)c2ccccc2Br)cc1)c1ccccn1 | -0.3 | 5 | 0 | 5.2 | 0.5 | 3 | 5.8* | -1.3 | 7
